Source: PubChem
MCF10A rerep: DNA re-replication induction in MCF 10a cells. MCF 10A DNA re-replication, Hoechst nuclear intensity, 48 h. Potency, µM (titrated, usually from 46.1 µM), for the others: top-dose activity, positive = re-replication, most hits filed as activators. 2.9% of 350,000 active. AID 624296; note: potency is the fitted concentration of half-maximal effect; % of control where 0% means no effect; nearly all actives have a fitted effect of over 50% in size
HepG2 viability: kills HepG2 cells in TGF-b inhibitor counter-screen | AID 588856 | 0.76% of 410,000 active | HepG2 CAGA-GFP viability, ATP luminescence, 18 h | Potency, µM (highest dose often 46.1 µM), for inactives: at the highest dose activity change, negative = cytotoxicity, actives largely listed as cytotoxic; note: potency is the fitted concentration of half-maximal effect; some results filed as inactive show a strong effect at the top dose
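HepG2 CAGA-GFP cells (1000/well, DMEM with 1% FBS) received compound, then TGF-beta at 500 pg/mL final, and were incubated 18 hours at 37 degrees C. Viability was read by CellTiter-Glo luminescence. Media-only wells were set as complete cell-killing and DMSO as no toxicity.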
ATXN2 expr inh: inhibitors of ATXN2 expression; HEK-293 ATXN2-luciferase reporter, luminescence, 24 h; Potency, µM (doses to about 57 µM), for inactives: at the highest dose activity change, negative = inhibition, actives largely listed as inhibitors; 0.72% of 360,000 active; note: potency is the fitted concentration of half-maximal effect; % is set by controls: 0 for no effect and ±100 for the full control effect; nearly all actives have a fitted effect of over 55% in size
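ATXN2-luciferase reporter cells (luciferase flanked by upstream and downstream ATXN2 gene portions) were treated 24 h at 37 °C with compounds at up to 57 uM. SteadyGlo luminescence gave expression; GF-AFC fluorescence gave viability.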
Nrf2 ARE act: activators of Nrf2 (ARE) signaling. AID 624171. AREc32 ARE-luciferase reporter (MCF7-derived line), luminescence, 24 h. 0.31% of 410,000 active. Potency, µM (series often up to 46.1 µM), for the others: at the top dose activation, most hits filed as activators; note: potency is the fitted concentration of half-maximal effect; % of control where 0% means no effect; nearly all actives have a fitted effect of over 65% in size
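Luminescent ARE reporter assay in AREc32_Fluc cells: overnight plating at 37 deg C, 24 hr compound incubation, Steady-Glo added, 30 min RT before reading.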
IL1B secr inh: blocks inflammasome-driven IL-1 beta release; THP-1 LPS/ATP IL-1B secretion, AlphaLISA, 16 h; active compounds read low; activity change, % at 57.5 µM; 4.7% of 360,000 active; in the data active = activity change below about -50%; inconclusive = mostly about -30% to -49%; note: % is set by controls: 0 for no effect and ±100 for the full control effect
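THP-1 cells pretreated 1 hr with compounds (up to 57.5 uM final), then stimulated with LPS (250 ng/mL final) plus ATP (1.25 mM final); secreted IL-1B measured by AlphaLISA after 16 hr, decreased signal indicating inhibition.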
A549 viability: A549 cytotoxicity, counter-screen for Nrf2 inhibitors; 0.16% of 390,000 active; A549 ARE-Fluc cells, CellTiter-Fluor viability, 18-24 h; Potency, µM (top dose mostly 46 µM), without a hit: top-dose activity change, negative = cytotoxicity, usual class: inhibitors; note: potency is the fitted concentration of half-maximal effect; % is set by controls: 0 for no effect and ±100 for the full control effect
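A549 ARE_Fluc cells in 5% FBS OPTI-MEM were exposed to compounds in concentration-response for 18-24 h at 37 deg C. Viability was read by CellTiter-Fluor fluorescence (Ex 405/Em 525) after 30 min, before the luciferase read.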
TGFb inhibitor: TGF-b pathway inhibition. 1.2% of 410,000 active. HepG2 CAGA-GFP TGF-b/SMAD3 reporter, GFP fluorescence, 18 h; TGF-beta stimulated, 500 pg/mL final. Potency, µM (titrated, usually from 46.1 µM), for the others: at the top dose activity, negative = inhibition, hits mostly inhibitors; note: potency is the fitted concentration of half-maximal effect; % is set by controls: 0 for no effect and ±100 for the full control effect; nearly all actives have a fitted effect of over 65% in size
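Read-out: total well GFP (ex488/em500-530) summed from mean per-cell fluorescence. Cells: HEPG2 CAGA-GFP, 1% FBS DMEM, 18 h at 37 degrees C with 500 pg/mL final TGF-beta. Unstimulated wells served as the full-inhibition control; stimulated DMSO wells = 0%.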
Nrf2 block: Nrf2 pathway inhibition. 2.1% of 360,000 active. A549 ARE-Fluc reporter, luciferase luminescence, 18-24 h. AID 504444. Potency, µM (highest dose often 46 µM), inactives show top-dose activity change, negative = inhibition, most hits filed as inhibitors; note: potency is the fitted concentration of half-maximal effect; % is set by controls: 0 for no effect and ±100 for the full control effect; nearly all actives have a fitted effect of over 60% in size
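Nrf2 activity is the BugLite luminescence, read 15 min after reagent at room temperature, following CellTiter-Fluor cytotoxicity readout (30 min, 37C). Compound titrations were applied for 18-24 h to 5000 A549 ARE_Fluc cells/well in 5% FBS OPTI-MEM.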
S2 tox: reduces viability in counter-screen for ATXN expression inhibitors. S2 cells (HEK-293 line with an ATXN2-luciferase reporter) viability, CellTiter-Fluor protease fluorescence, 24 h. Potency, µM (titrated, usually from 56.7 µM), actives largely listed as cytotoxic. 0.49% of 400,000 active; note: potency is the fitted concentration of half-maximal effect; nearly all actives have a fitted effect of over 40% in size
* = called active by the depositor; i = inactive; ? = inconclusive; · = no result given; [ ] = remark or other dose. Unless noted, calls come from the whole dose curve; as a rule, active = well fitted curve in the direction sought with a large enough effect; inconclusive = small, poorly fitted or top-dose-only effect, or another doubt; inactive = no such curve, though single readings can be large; an effect the other way counts as inactive or inconclusive.

SMILES	MCF10A rerep	HepG2 viability	ATXN2 expr inh	Nrf2 ARE act	IL1B secr inh	A549 viability	TGFb inhibitor	Nrf2 block	S2 tox
O=C(COC(=O)c1ccccc1O)Nc1cccc2ccccc12	-5%	-1%	-9%	7.4%	-7	10%	-3%	15%	i
Cc1cccc(C(=O)Nc2cccc(C(=O)NC3CCCC3)c2)c1	-9%	-2%	0%	3.1%	?	-2%	-13%	-22%	i
CCOC(=O)C1C(c2ccc(O)c(O)c2)NC(=S)NC1(O)C(F)(F)F (stereo not given)	-1%	1%	0%	-0.9%	-6	9%	-7%	-1%	i
Cc1ccccc1CSc1nnc(-c2ccncc2)n1C	-11%	0%	-6%	-1.5%	-12	1%	-1%	4%	i
O=C(CSc1n[nH]c(=O)[nH]c1=O)c1ccccc1	0%	1%	-10%	-0.5%	7	-2%	16%	·	i
COc1ccc(C(=O)Nc2ccc(OC)c(OC)c2)cc1	-2%	-11%	62%[activator]	0.0%	2	12%	6%	21%	i
CCCCCCCNC(=O)C1(CC2CC(c3ccc(Cl)cc3)=NO2)CCN(C(=O)OC(C)(C)C)CC1 (stereo not given)	?	-11%	9%	1.3%	-10	-4%	1%	1%	i
C[C@H](CO)N1C[C@H](C)[C@@H](CN(C)S(=O)(=O)c2ccc(F)cc2)Oc2c(NS(=O)(=O)c3ccccc3)cccc2C1=O	7%	3%	0%	0.3%	-4	0%	4%	-1%	i
CCOCCCNc1nc2ccccc2[nH]1	2%	-3%	6%	0.1%	8	-1%	-3%	8%	i
COc1ccc(NC(=O)Cn2c3ccc(OC)cc3c3nc4n(c(=O)c32)CCS4)cc1	?	-6%	·	-0.4%	14	0%	-24%	23µM*	i
O=C(Nc1cc(=O)[nH]c2ncnn12)c1ccccc1Cl	3%	8%	-2%	11%	7	·	-7%	?	i
CC(C)(C)c1ccc(OCCCC(=O)Nc2ccc(S(N)(=O)=O)cc2)cc1	0%	21%	-2%	-0.6%	-22	10%	12%	11%	i
O=C(COC(=O)c1cncc(Br)c1)NCc1ccc2c(c1)OCO2	0%	1%	4%	0.5%	-15	5%	-10%	-6%	i
O=S(=O)(c1ccccc1Br)N1CCN(c2nc(-c3cccs3)nc3ccccc23)CC1	·	5%	·	·	·	2%	-1%	?	·
Cc1ccc(F)c(S(=O)(=O)NC(=O)C2(C)CCN2C(=O)Cc2cccc3ccccc23)c1 (stereo not given)	·	5%	12%	0.6%	39	·	21%	·	i
Cc1ccc(-n2cc(-c3ccccc3)c3c(NN4CCOCC4)ncnc32)cc1	?	-42%	-24%	4.2%	-15	-4%	-2%	-22%	i
COc1ccc(O)c(CN2CCCC(N3CCc4ccccc4C3)C2)c1 (stereo not given)	25%	-24%	-21%	1.3%	4	-10%	-5%	-18%	i
CCOc1cc(C2CC(=O)Nc3cc(C)c(C)cc32)ccc1O (stereo not given)	21%	-5%	-10%	0.0%	-3	6%	8%	-8%	i
O=C(NC(=S)NNC(=O)c1ccccc1[N+](=O)[O-])c1ccccc1	1%	8%	-1%	19%	22	-7%	0%	?	i
Cc1ccc(CSc2ncnc3onc(C)c23)cc1	-1%	11%	-19%	-0.7%	11	1%	7%	-17%	i
CSc1ccc(C(O)c2ncc(-c3ccccc3Cl)[nH]2)cc1 (stereo not given)	·	0%	10%	5.7%	12	·	23%	·	i
CCn1c(SC)nc2c(c1=O)SC(C)C2 (stereo not given)	21µM*	5%	-10%	-0.1%	6	16%	-1%	7%	i
CCCc1nc2ccccc2c(C(=O)OCC(=O)NCc2ccc3c(c2)OCO3)c1CC	18µM*	-26%	-21%	-0.7%	-5	?	?	21µM*	i
Cc1nnc(C)n1/N=C/c1cc(Br)ccc1O	-2%	-1%	4%	-1.1%	18	-1%	-21%	?	?
CN1CCC(N(C)C(=O)/C(C#N)=C\c2ccc(OC(F)F)cc2)CC1	-12%	-28%	-1%	2.4%	-19	5%	13%	-1%	i
COc1cnc(-c2ccccc2)nc1Oc1cccc(C)c1C	?	7%	2%	-0.5%	0	8%	?	·	i
O=C(c1ccc(-c2cccc(C(F)(F)F)c2)o1)N1CCCCCCC1	?	-19%	9%	2.1%	-5	-2%	?	0%	?
Cc1ccc([C@H]2C[C@H](n3cc(-c4ccc(F)cc4)nn3)[C@@H](O)CN2C(=O)c2cccs2)cc1	·	7%	-18%	3.9%	-51*	·	-4%	·	?
O=C(Oc1ccccc1C(=S)N1CCOCC1)c1ccc([N+](=O)[O-])cc1[N+](=O)[O-]	?	1%	-6%	5.9%	-26	-6%	0%	-8%	?
Cc1ccc(CNC(=O)CCNC(=O)c2ccc([N+](=O)[O-])cc2)cc1	-1%	7%	-1%	0.0%	11	1%	-23%	3%	i
Cc1ccc2oc(-c3cc(NC(=O)/C=C/c4ccco4)ccc3Cl)nc2c1	·	-11%	14%	?	·	-5%	2%	?	i
COc1ccc(S(=O)(=O)N2CCC(N3CCCC3)CC2)cc1	?	3%	2%	-0.4%	12	1%	-5%	-7%	i
CCN(CC)S(=O)(=O)c1ccc(C(=O)NCCSc2c[nH]c3ccccc23)cc1	11%	-28%	-18%	-0.5%	3	-11%	-4%	?	?
Cc1ccc(S(=O)(=O)N=Nc2c(O)[nH]c3ccccc23)cc1C	10%	13%	-19%	0.5%	23	2%	5%	0%	i
CC1=C(C(=O)N(C(C)C)C(C)C)CC(CC(=O)NCCc2ccccn2)C(=O)N1CCC1=CCCCC1 (stereo not given)	·	1%	-11%	2.7%	-2	·	-28%	·	?
COc1cccc2cc(C(=O)N(C)C)c(=O)oc12	-2%	-5%	-6%	0.4%	-13	-8%	-4%	-16%	i
O=C(NCC(=O)N(c1ccc(F)cc1)C(C(=O)NC1CCCC1)c1ccncc1)c1ccco1 (stereo not given)	11%	-39%	-24%	-0.4%	-8	1%	4%	1%	i
c1ccc(Cn2ccnc2C2OCCO2)cc1	·	3%	·	0.3%	23	·	5%	·	i
O=C(O)/C=C/c1cnc2ccccc2n1	20%	-13%	5%	0.6%	13	1%	-3%	3%	i
CCCC(C)NS(=O)(=O)c1ccc(OC)c(C)c1 (stereo not given)	0%	-15%	·	0.2%	25	-1%	-2%	4%	·
CCC(C)C(NC(N)=O)C(=O)Nc1ccc(S(=O)(=O)Nc2ccc(OC)cc2)cc1 (stereo not given)	14%	-14%	-14%	0.3%	0	-2%	-23%	7%	i
Cc1cccc(CNC(=O)CC2C(=O)NCCN2C2CCCC2)c1 (stereo not given)	27%	-11%	15%	0.1%	4	2%	5%	5%	i
Cc1cccc(C)c1NC(=O)CCCn1c(=O)c2cccn2c2ccccc21	·	0%	·	-0.4%	·	3%	-14%	-25%	·
COc1ccc(N2CCN(CNC(=O)c3ccccc3)CC2)cc1	0.92µM*	-22%	-20%	-0.1%	-12	-1%	-15%	-2%	i
Cc1cc2c(cc1C)NC(CC(=O)NCc1ccccc1)C(=O)N2 (stereo not given)	14µM*	-2%	38%	4.8%	1	-4%	-6%	·	i
CCOc1ccc(S(=O)(=O)Nc2ccc(C(=O)NCC(C)(C)N3CCOCC3)cc2)cc1	16%	-3%	5%	0.1%	-4	1%	4%	-4%	i
CNc1nc(Nc2ccc(C)cc2C)c2sccc2n1	·	4%	-31%	0.4%	0	·	?	·	i
COc1ccc(NC(=O)C2Cc3ccccc3O/C2=N\O)cc1 (stereo not given)	2%	6%	29%	-0.4%	-7	4%	0%	7%	i
COc1ccc(NC(=O)CSc2nnc(C)n2N)cc1S(=O)(=O)N1CCCCC1	-1%	8%	-2%	-0.5%	7	4%	-1%	7%	i
CC(C)n1cc(CN2CCN(CCc3ccccc3)C(CCO)C2)cn1 (stereo not given)	-1%	-3%	?	0.3%	?	5%	-11%	0%	i

As a short view, eleven of the compounds above:
SMILES	MCF10A rerep	HepG2 viability	ATXN2 expr inh	Nrf2 ARE act	IL1B secr inh	A549 viability	TGFb inhibitor	Nrf2 block	S2 tox
CCCC(C)NS(=O)(=O)c1ccc(OC)c(C)c1 (stereo not given)	0%	-15%	·	0.2%	25	-1%	-2%	4%	·
CCC(C)C(NC(N)=O)C(=O)Nc1ccc(S(=O)(=O)Nc2ccc(OC)cc2)cc1 (stereo not given)	14%	-14%	-14%	0.3%	0	-2%	-23%	7%	i
Cc1cccc(CNC(=O)CC2C(=O)NCCN2C2CCCC2)c1 (stereo not given)	27%	-11%	15%	0.1%	4	2%	5%	5%	i
Cc1cccc(C)c1NC(=O)CCCn1c(=O)c2cccn2c2ccccc21	·	0%	·	-0.4%	·	3%	-14%	-25%	·
COc1ccc(N2CCN(CNC(=O)c3ccccc3)CC2)cc1	0.92µM*	-22%	-20%	-0.1%	-12	-1%	-15%	-2%	i
Cc1cc2c(cc1C)NC(CC(=O)NCc1ccccc1)C(=O)N2 (stereo not given)	14µM*	-2%	38%	4.8%	1	-4%	-6%	·	i
CCOc1ccc(S(=O)(=O)Nc2ccc(C(=O)NCC(C)(C)N3CCOCC3)cc2)cc1	16%	-3%	5%	0.1%	-4	1%	4%	-4%	i
CNc1nc(Nc2ccc(C)cc2C)c2sccc2n1	·	4%	-31%	0.4%	0	·	?	·	i
COc1ccc(NC(=O)C2Cc3ccccc3O/C2=N\O)cc1 (stereo not given)	2%	6%	29%	-0.4%	-7	4%	0%	7%	i
COc1ccc(NC(=O)CSc2nnc(C)n2N)cc1S(=O)(=O)N1CCCCC1	-1%	8%	-2%	-0.5%	7	4%	-1%	7%	i
CC(C)n1cc(CN2CCN(CCc3ccccc3)C(CCO)C2)cn1 (stereo not given)	-1%	-3%	?	0.3%	?	5%	-11%	0%	i
